Source: PubChem BioAssay
aDG glyco up = activators of alpha-DG glycosylation, primary screen, uHTS, Pro5-aDG cells, AlphaScreen. alpha-DG glycosylation AlphaScreen (IIH6); 0% Pro5, 100% B10-LARGE cell signal. activation, % at 10 µM. hit rate 0.22% among 360,000;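 active means activation of at least 8% versus controls, or a plate z-score of at least 8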;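 further: Pro5 are CHO cells carrying HIG-tagged alpha-DG that lacks glycosylation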
MC4R barr agon = MC4R agonists recruiting beta-arrestin, primary screen, cell-based, luminescence, agonist arm of biased-ligand search. U2OS MC4R beta-arrestin complementation; percent of melanotan II response, DMSO zero. activation, % at 8.9 µM. hit rate 0.98% among 360,000. AID 540308, 2011;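 active means activation above a per-plate cutoff, the mean activation of sample wells on that plate plus 3 SD, cut at about 8% in these data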
HTR2A ag = mouse Htr2a agonists via beta-arrestin recruitment, primary screen, cell-based, luminescence; activation, % at 7.6 µM; hit rate 0.66% among 360,000; CHO-K1 mHTR2A beta-arrestin complementation; percent of 30 µM serotonin response; 5-hydroxytryptamine receptor 2A (Mus musculus), P35363; AID 624169, 2012;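 active means activation above a run cutoff, the mean activation of all tested compounds plus 3 SD, cut at about 14% in these data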;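 further: 0% = plate median of compound wells and 100% = 30 µM serotonin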
Cardio protect = cardioprotection against H2O2-induced cell death, primary screen, uHTS, H9c2 cells, ATPLite luminescence; H9c2 cardiomyocytes, H2O2 injury protection, 2 h; protection from H2O2 cell death, % at 20 µM; hit rate 0.63% among 360,000;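 active means compounds giving at least 50% protection of heart cells from peroxide-induced death in the single-dose screen, raw or plate-pattern-corrected value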;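 further: 0% = DMSO wells with peroxide and 100% = DMSO wells without peroxide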
ABHD5 PLIN5 PPI = ABHD5-PLIN5 interaction inhibitors, primary screen, cell lysate, split luciferase complementation, luminescence; AID 602281, 2012; Split G. princeps luciferase complementation, 4 h; inhibition, % at 4 µM; hit rate 0.78% among 360,000;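 active means inhibition above the mean inhibition across every tested compound plus 3 SD, cut at about 22% in these data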;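 further: 0% = DMSO only wells and the 100% control is not disclosed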
Target sequence (Q00G26 whole entry, looked up): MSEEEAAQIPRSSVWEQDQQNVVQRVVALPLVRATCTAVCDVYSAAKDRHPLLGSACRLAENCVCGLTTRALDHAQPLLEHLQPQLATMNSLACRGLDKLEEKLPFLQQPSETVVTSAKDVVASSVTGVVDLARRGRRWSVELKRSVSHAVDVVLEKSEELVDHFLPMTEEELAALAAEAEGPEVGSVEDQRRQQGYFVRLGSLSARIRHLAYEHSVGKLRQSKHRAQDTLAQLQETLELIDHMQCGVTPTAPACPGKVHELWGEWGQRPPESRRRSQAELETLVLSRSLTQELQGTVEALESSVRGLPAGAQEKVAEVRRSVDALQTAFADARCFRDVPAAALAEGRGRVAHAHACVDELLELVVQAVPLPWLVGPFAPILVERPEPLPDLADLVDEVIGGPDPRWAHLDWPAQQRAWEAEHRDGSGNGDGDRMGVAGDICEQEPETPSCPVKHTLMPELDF
Target sequence (Q8WTS1 whole entry, looked up): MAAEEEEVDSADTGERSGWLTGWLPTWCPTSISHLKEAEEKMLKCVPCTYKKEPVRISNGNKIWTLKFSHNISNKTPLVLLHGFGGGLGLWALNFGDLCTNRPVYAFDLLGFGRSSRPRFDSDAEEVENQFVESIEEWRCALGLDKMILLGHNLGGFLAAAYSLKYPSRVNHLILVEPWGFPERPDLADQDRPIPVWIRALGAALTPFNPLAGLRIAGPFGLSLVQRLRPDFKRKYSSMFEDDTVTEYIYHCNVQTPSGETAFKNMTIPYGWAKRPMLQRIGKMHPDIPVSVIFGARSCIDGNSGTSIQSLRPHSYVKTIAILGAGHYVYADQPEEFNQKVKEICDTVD
ABCB6 inh 2 = ABCB6 transporter inhibitors, primary screen, K562-ABCB6 cells, flow cytometry, MLPCN library; K562-ABCB6 porphyrin accumulation, 1 h; hits give low values; fluorescence ratio to DMSO, % at 10 µM; hit rate 0.19% among 360,000; AID 602162, 2011;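 active means fluorescence ratio to DMSO below 75%, the collection mean minus 3 SD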;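 further: signal is porphyrin accumulated inside mitochondria; 100% equals median channel fluorescence of DMSO control wells; lower ratio means ABCB6 inhibition with less porphyrin fluorescence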
hiPSC survival = enhancers of single-cell hiPSC survival, primary screen, ATPlite luminescence; survival enhancement, % at 20 µM; 100% = ROCK inhibitor wells, 0% = DMSO; hit rate 0.044% among 360,000; in the data active means survival enhancement above about 18%;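 further: cells exposed to compounds for 16 hours before the ATP read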
Granule exo inh = LAMP-1 surface exposure blockers, TALL-104 cells – cell-based, flow cytometry, MLPCN library, primary screen; AID 651702, 2012; hit rate 0.66% among 360,000; inhibition, % at 10 µM; TALL-104 LAMP-1 surface exposure; cells stimulated with thapsigargin and PMA;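 active means inhibition above about 55%, limit read from the data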
N-glyco inh = increase of ERlucT glycosylation luciferase signal, primary screen, N-linked glycosylation inhibitor project, D54 ERlucT cells, luminescence, set 2. D54 ERlucT glycosylation luciferase reporter, 24 h; percent of 100 nM tunicamycin response. reporter increase, % at 12.5 µM. hit rate 0.23% among 360,000. AID 588692, 2011;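 active means mean luciferase reporter signal, scaled so untreated is 0 and the glycosylation-blocking control 100, at or above a set limit in every replicate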;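 further: luciferase carries N-glycosylation sites so blocking glycosylation raises the light; 0% = median of neutral control wells and 100% = median of 100 nM tunicamycin wells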
MC4R antag cAMP = MC4R antagonists of cAMP signaling, primary screen, cell-based, TR-FRET, antagonist arm of biased-ligand search; AID 540295, 2011; MC4R-expressing cells, MTII-stimulated cAMP, LANCE TR-FRET; inhibition, % at 6.5 µM; hit rate 0.48% among 360,000;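 active means inhibition above its plate's cutoff, the mean of tested wells on that plate plus 3 SD, cut at about 29% in these data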;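 further: 0% = Melanotan II alone and 100% = Melanotan II plus saturating MCL0020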
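Assay system: human MC4R-expressing U2OS cells; reagent: Melanotan II stimulation of cells; dosing: 6.5 µM single dose; timing: compound 30 min, challenge 1 h, detection 1 h; signal: TR-FRET cAMP assay; replicates: one well per compound, no replicates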
Numbers without * were called inactive; . = not tested or not shown.

SMILES | aDG glyco up | MC4R barr agon | HTR2A ag | Cardio protect | ABHD5 PLIN5 PPI | ABCB6 inh 2 | hiPSC survival | Granule exo inh | N-glyco inh | MC4R antag cAMP
CCCCCCn1c(CN2CCCC(C)C2)nc2c1c(=O)n(C)c(=O)n2C (stereo not drawn) | 0.3 | -0.9 | -1 | 2 | 3 | 96 | -1.9 | 1 | -7 | 5
NS(=O)(=O)c1ccc(CNC(=O)c2ccc(S(=O)(=O)C(F)F)cc2)cc1 | 0.0 | -0.9 | 0 | -3 | 2 | 97 | -0.5 | 1 | -2 | 18
COC(=O)c1sccc1NC(=O)c1cccc(Cl)c1 | 0.0 | 0.2 | 1 | -5 | -1 | 93 | -0.4 | -21 | -3 | 12
C[C@@H]1CN([C@H](C)CO)C(=O)CCCn2nncc2CO[C@@H]1CN(C)S(C)(=O)=O | -0.1 | 0.6 | 4 | 7 | 5 | 100 | 2.5 | -4 | 2 | 1
N#Cc1cccc(-n2c(-c3ccccc3)nnc2-c2ccccc2)c1C#N | -0.3 | 1.3 | -5 | 18 | -6 | 97 | -0.4 | 2 | -5 | 8
COC(=O)c1ccc(C)c(-n2c(C)cc(C=O)c2C)c1 | 0.1 | -0.3 | 0 | 2 | 0 | 99 | 0.6 | -4 | -2 | -5
O=C(c1ccco1)N1CCN(S(=O)(=O)c2ccc(S(=O)(=O)NC3CC3)cc2)CC1 | 0.0 | 0.0 | -2 | 8 | -8 | 100 | 0.6 | 2 | -1 | 17
CN(C)/C=C(\C#N)C(N)=C(C#N)C#N | -0.2 | 1.1 | -1 | 15 | -2 | 100 | 0.1 | -1 | 2 | -7
CCN(Cc1ccccc1)C(=O)CCCOc1ccccc1 | 0.2 | 1.2 | -1 | -7 | 0 | 95 | -0.2 | -4 | -2 | 11
O=C(C1=C[C@H](C2CCCCC2)C[C@H](OCc2ccc(CO)cc2)O1)N1CCN(Cc2ccccc2)CC1 | 0.0 | 0.3 | -8 | 9 | 5 | 90 | 0.3 | 0 | -4 | 1
Cc1cc2c(=O)oc(-c3ccccc3Br)nc2s1 | 0.1 | -2.7 | 1 | -3 | 4 | 131 | -0.1 | -4 | 2 | 21
CN(C(=O)c1cccc(NC(=O)Cc2ccc(NC(=O)C3CCCN(C(=O)c4ccccc4)C3)cc2)c1)C1CCC1 (stereo not drawn) | 0.0 | -1.4 | 2 | -14 | 1 | 100 | 1.1 | -6 | 1 | 3
Cc1ccc(C2=CC(C)(c3ccc(C)cc3)Nc3nc(C(F)(F)F)nn32)cc1 (stereo not drawn) | -0.2 | -3.5 | -2 | -9 | -3 | 103 | -3.1 | -4 | -5 | 5
O=C(N[C@@H](CO)C(=O)NCc1ccccc1)c1ccc(C(F)(F)F)cc1 | 0.1 | 0.5 | -5 | -4 | -3 | 96 | -1.6 | -4 | -1 | 14
Cc1cc(C)n(CCc2nc(-c3ccc(F)cc3)cs2)n1 | 0.0 | 0.4 | -1 | -2 | 1 | 102 | -0.8 | 1 | 1 | -2

A different layout for some results above.
> NS(=O)(=O)c1ccc(CNC(=O)c2ccc(S(=O)(=O)C(F)F)cc2)cc1
- aDG glyco up = 0.0
- MC4R barr agon = -0.9
- HTR2A ag = 0
- Cardio protect = -3
- ABHD5 PLIN5 PPI = 2
- ABCB6 inh 2 = 97
- hiPSC survival = -0.5
- Granule exo inh = 1
- N-glyco inh = -2
- MC4R antag cAMP = 18
> CCCCCCn1c(CN2CCCC(C)C2)nc2c1c(=O)n(C)c(=O)n2C (stereo not drawn)
- aDG glyco up = 0.3
- MC4R barr agon = -0.9
- HTR2A ag = -1
- Cardio protect = 2
- ABHD5 PLIN5 PPI = 3
- ABCB6 inh 2 = 96
- hiPSC survival = -1.9
- Granule exo inh = 1
- N-glyco inh = -7
- MC4R antag cAMP = 5
> O=C(c1ccco1)N1CCN(S(=O)(=O)c2ccc(S(=O)(=O)NC3CC3)cc2)CC1
- aDG glyco up = 0.0
- MC4R barr agon = 0.0
- HTR2A ag = -2
- Cardio protect = 8
- ABHD5 PLIN5 PPI = -8
- ABCB6 inh 2 = 100
- hiPSC survival = 0.6
- Granule exo inh = 2
- N-glyco inh = -1
- MC4R antag cAMP = 17

New compounds follow
SMILES | aDG glyco up | MC4R barr agon | HTR2A ag | Cardio protect | ABHD5 PLIN5 PPI | ABCB6 inh 2 | hiPSC survival | Granule exo inh | N-glyco inh | MC4R antag cAMP
COc1ccc(NC(=O)c2cccc(Oc3ccc([N+](=O)[O-])cc3Cl)c2)cc1 | -0.2 | -1.5 | -6 | -11 | 0 | 100 | 0.0 | 10 | 0 | -13
CCOc1cc(N2CCOCC2)c(OCC)cc1NC(=O)COc1cccc(Cl)c1 | 0.5 | -1.6 | -4 | -5 | -1 | 93 | 0.4 | -7 | 0 | 16
CC(=O)c1ccc(S(=O)(=O)NC2CCSc3ccccc32)cc1 (stereo not drawn) | 0.1 | -0.5 | 3 | -3 | -3 | 92 | -0.6 | -10 | -3 | 4
Cc1ccccc1CC(=O)OCC(=O)Nc1ccc(C)c(S(=O)(=O)N2CCCCC2)c1 | 0.2 | 0.6 | 0 | -10 | -12 | 94 | -0.5 | 3 | 1 | 7
CCOC(=O)[C@]12CCC=C1N(CCC1=CCCCC1)C(=O)[C@H](CC(=O)NCC1CCCCC1)C2 | -0.1 | . | -1 | . | 5 | 97 | -0.3 | -7 | . | .
CC1CCN(C(=O)CSc2ccc(-c3ccccc3)nn2)CC1 | 0.2 | -0.5 | -5 | 4 | -1 | 92 | 1.0 | 20 | 7 | 16
CC(=O)Nc1ccc(N2C(=O)CC(N3CCSCC3)C2=O)cc1 (stereo not drawn) | -0.2 | -1.7 | 3 | -1 | 4 | 100 | 0.9 | -3 | 2 | -5
CCC(=O)Nc1c2c(nn1-c1ccc([N+](=O)[O-])cc1)CS(=O)(=O)C2 | 0.0 | 0.4 | 1 | 3 | 5 | 99 | 2.0 | 4 | 0 | 0
CC(C)N1CCc2c(sc(NC(=O)CCS(=O)(=O)c3ccccc3)c2C#N)C1 | 1.9 | -2.8 | -2 | 6 | -5 | 94 | -0.4 | -8 | -7 | 5
Cc1ccc(S(=O)(=O)N(C)c2nc3ccccc3n3c(C(C)C)nnc23)cc1 | 0.0 | -0.9 | 0 | 1 | 4 | 102 | 0.3 | -2 | 2 | -18
CC(C)(C)c1n[nH]c(=S)n(/N=C/c2cccs2)c1=O | -0.2 | -0.3 | -1 | 4 | 1 | 95 | -1.8 | -3 | 1 | 6
CCS(=O)(=O)Nc1ccc(C2=NN(C(=O)c3ccco3)C(c3cccs3)C2)cc1 (stereo not drawn) | 0.0 | 0.0 | -6 | 5 | 2 | 99 | 0.1 | 10 | -5 | 8
CC(=O)c1cccc(NC(=O)C(OC(=O)c2cccs2)c2ccccc2)c1 (stereo not drawn) | 0.0 | -2.2 | -5 | -4 | 0 | 101 | -0.4 | 2 | 3 | 4
O=C(NC(=S)Nc1ccccc1N1CCOCC1)c1ccccc1F | -0.1 | -3.1 | 6 | 6 | 5 | 99 | -0.2 | -2 | -2 | 4
O=S(=O)(N/N=C\c1c(F)cccc1Cl)c1ccc(Cl)cc1 | -0.2 | -2.5 | -4 | -1 | -3 | 95 | -2.2 | 3 | 3 | 1
O=C(CCS(=O)(=O)c1ccc(Br)cc1)NCc1cccs1 | 0.0 | -0.5 | -1 | 2 | 13 | 96 | 4.0 | -3 | 3 | 5
CC(C)(C)NC(=O)C1CC(=O)OC12CCCCC2 (stereo not drawn) | -0.2 | -0.6 | -1 | 15 | 3 | 103 | 4.0 | 2 | 0 | 3
CCc1ccc(C(C)NC(=O)Cc2ccc(F)cc2)cc1 (stereo not drawn) | -0.2 | 0.0 | -6 | 0 | -3 | 100 | -0.3 | 11 | 0 | 5
Cc1cc(NC(=O)c2cc(-c3ccccc3)on2)n(-c2ccccc2)n1 | -0.1 | 1.6 | 1 | 1 | -1 | 98 | 2.6 | -5 | -2 | -3
COc1cccc2sc3ccc(C#CC4(N)CCCCC4)cc3c(=O)c12 | 0.5 | 0.4 | 1 | -10 | 7 | 103 | 0.0 | 2 | 7 | -2
O=C1NC[C@H](CCCCN2C[C@H](Cc3ccccc3)N(CCc3ccc(O)cc3)C(=O)C2=O)N(CCC2CCCCC2)C1=O | 0.0 | . | 4 | . | -2 | 94 | -0.2 | -7 | . | .
C#CCOCCOCCOCCNc1nc(N2CCN(C(=O)[C@H](CCC(=O)O)n3cc([C@@H](N)CO)nn3)CC2)nc(N2CCN(C(=O)[C@H](CCC(=O)O)n3cc([C@@H](N)CCSC)nn3)CC2)n1 | 0.1 | -2.2 | -2 | 12 | 0 | 104 | 4.6 | -8 | 4 | -7
Cc1nc(C(F)(F)F)ccc1C(=O)N1CCCC1(C)C(=O)NCC(C)C (stereo not drawn) | 0.1 | -1.2 | 9 | 4 | 10 | 105 | -2.2 | 0 | 4 | 1
O=C1CCCC2=C1C(c1cccs1)n1nc(SCc3ccccc3F)nc1N2 (stereo not drawn) | 0.4 | -2.0 | 2 | 24 | 2 | 91 | -1.1 | 0 | -3 | 2
CCN(CC)S(=O)(=O)c1ccc(N2CCN(S(=O)(=O)c3ccccc3)CC2)nc1 | 0.1 | -1.3 | -2 | 11 | 6 | 99 | 1.7 | 2 | 1 | 4
CSc1ccc(C(=S)N2CCN(C(c3ccccc3)c3ccccc3)CC2)cc1 | -0.8 | -1.9 | -3 | 3 | -8 | 97 | -1.1 | 0 | -3 | 7
COc1ccc(S(=O)(=O)N2CCCCCC2)cc1NC(=O)CCNC(=O)c1ccccc1Cl | -0.2 | -1.0 | -5 | 17 | 2 | 102 | -0.1 | -1 | -3 | 8
CSCC(C)N1CCC(Oc2cccc(C(=O)NCc3ccccn3)c2)CC1 (stereo not drawn) | 0.0 | -2.2 | -6 | 0 | -5 | 97 | 0.2 | 8 | -2 | 0
CCC(C)NC(=O)CSc1nc2ccccc2c(=O)n1Cc1ccc(OC)cc1 (stereo not drawn) | 0.1 | -1.4 | 1 | 8 | 3 | 97 | 9.2 | 1 | -4 | 8
Cc1cccc(-n2c(CCc3ccccc3)nnc2SCC(=O)c2ccccc2)c1 | 0.7 | 8.3* | -6 | 5 | -5 | 112 | 4.9 | 16 | -7 | 7
O=C(NCCCN1CCOCC1)c1ccc([N+](=O)[O-])cc1[N+](=O)[O-] | -0.2 | -2.7 | 0 | 3 | -2 | 95 | -1.1 | 6 | 3 | 6
Cc1nc2ccc(NC(=O)c3cc([N+](=O)[O-])cc([N+](=O)[O-])c3Cl)cc2s1 | -0.4 | -3.5 | 2 | -12 | 56* | 100 | -2.2 | -1 | 2 | 23
O=C(NCCCl)Nc1ccccc1OCCOc1ccccc1NC(=O)NCCCl | 0.0 | -1.4 | -1 | 8 | 1 | 98 | -0.3 | 0 | 0 | 8
Cc1cc(C(C#N)c2ccccc2F)n2ncnc2n1 (stereo not drawn) | 0.3 | -1.3 | 3 | 1 | 1 | 93 | -0.4 | 18 | 3 | -1
